Screening data (PubChem)
Yp Topo-I inh = Yersinia pestis topoisomerase I inhibitors, primary screen, biochemical, cleavage product accumulation, plate reader, single point; DNA topoisomerase I (Yersinia pestis CO92); Y. pestis Topo-I cleavage product accumulation; activity, % at 10 µM; hit rate 0.064% among 360,000; in the data active = activity above about 50%, passing the limit was not always enough; inconclusive = no clear call, values can overlap the other calls; also: inactives centre near 2
3CLpro inhibitor = SARS-CoV 3CLpro protease inhibitors, primary screen, biochemical, quenched FRET; Replicase polyprotein 1ab (Severe acute respiratory syndrome coronavirus), P0C6X7; recombinant SARS-CoV 3CLpro, quenched FRET peptide cleavage; inhibition, % at 6 µM; hit rate 0.14% among 290,000; in the data active = inhibition above about 12%
DUSP3 inh = VHR1 phosphatase inhibitors, primary screen, biochemical, absorbance, uHTS | Dual specificity protein phosphatase 3 (Homo sapiens), P51452 | recombinant VHR phosphatase, pNPP absorbance | inhibition, % at 13.3 µM | hit rate 0.52% among 290,000; in the data active = inhibition above about 50%; also: some compounds called inactive have numbers as strong as hits
CCHFV vOTU inh = CCHFV vOTU protease inhibitors, primary screen, biochemical, Pep-AMC substrate, fluorescence. Crimean-Congo hemorrhagic fever virus L polyprotein viral ovarian tumor (vOTU) protease …. hit rate 0.55% among 370,000. inhibition, % at 11.5 µM; in the data active = inhibition above about 30%; also: 0% = vehicle wells with enzyme and 100% = no enzyme wells
PfHsp40 rescue = rescue of yeast from PfHsp40 toxicity, primary screen, S. cerevisiae, ATP luminescence; S. cerevisiae expressing PfHsp40, growth rescue; growth rescue, % at 12.5 µM; hit rate 0.68% among 340,000; AID 504582, 2011; in the data active = growth rescue above about 28%, passing the limit was not always enough; inconclusive = no clear call, values can overlap the other calls;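 also: yeast W303a lacking pdr1 and pdr3 grown in galactose medium; growth measured after three days at 30 °C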
SSB-PriA inh = inhibitors of Klebsiella pneumoniae PriA binding to SSB C-terminal tail, primary screen, biochemical, AlphaScreen; hit rate 0.6% among 430,000; AlphaScreen SSBct-PriA binding, biotinylated peptide; inhibition, % at 33 µM; PriA–SSB C-terminal tail interaction (Klebsiella pneumoniae); in the data active = inhibition mostly above about 37%, no sharp cut-off; inactive = mostly below about 20%;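 also: plate controls were negative control peptide for no effect and reference peptide for full effect; strong numbers were not always called active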
Anthrax LF inh2 = Bacillus anthracis LF protease inhibitors, primary screen, biochemical, multiplex microsphere, MLPCN library. Lethal factor (Bacillus anthracis), P15917. inhibition, % at 10 µM. hit rate 0.12% among 360,000. multiplex microsphere protease cleavage assay; also: plate controls were buffer without enzyme for full effect and enzyme alone for no effect
TcdB GH inh = TcdB glycohydrolase inhibitors, primary screen, biochemical, single point, plate reader; AID 652162, 2013; TcdB glycohydrolase enzymatic assay; hit rate 0.24% among 350,000; Toxin B (Clostridioides difficile), P18177; inhibition, % at 9.99 µM; in the data active = inhibition above about 10%
BH1578 lux ind = inducers of Vibrio cholerae quorum light production without autoinducers, primary screen, BH1578 luxS cqsA deficient, single point | V. cholerae BH1578 lux reporter, luminescence, 6 h | activation, % at 18.7 µM | hit rate 0.16% among 350,000; in the data active = activation mostly above about 9.7%, no sharp cut-off; inconclusive = no clear call, values can overlap the other calls; inactive = mostly below about 3.7%; also: not every result past the cut was called active; inactives centre near 0; reference of the scale not given here
BoNT-A LC inh2 = BoNT/A light chain protease inhibitors, primary screen, biochemical, flow cytometry, MLPCN library; inhibition, % at 10 µM; Botulinum neurotoxin type A light chain protease (Clostridium botulinum A str. ATCC 3502); hit rate 0.17% among 360,000; multiplex microsphere protease substrate cleavage; also: plate controls were buffer without enzyme for full effect and enzyme alone for no effect
* marks the source's active call; other numbers are inactive results; i = inactive; ? = inconclusive; / = not tested or not shown. Rule as the data show it, unless noted: active = inhibition above about 30%; inconclusive = no clear call, values can overlap the other calls; inactive = below that.

1: Cc1ccc(OCC(=O)NC(=S)Nc2ccc3c4c(cccc24)CC3)cc1
2: O=C(OC1CCOC1=O)c1ccc(NS(=O)(=O)c2cccs2)cc1 (stereo not given)
3: O=C(CSc1nc2c(c(=O)n1-c1ccccc1)SCC2)NCC1CCCO1 (stereo not given)
4: CC(=O)N1CCN(c2cc(N3CCc4ccccc4C3)c(F)cc2[N+](=O)[O-])CC1
5: CC(C)c1ccc(NC2CCCN(C(=O)CCN3CCCCO3)C2)cc1 (stereo not given)
6: COc1nc(NCCc2ccc(OC)c(OC)c2)nc(Nc2ccccc2)n1
7: CCC(C)(C)C1CCc2[nH]nc(C(=O)NC3CCCCC3)c2C1 (stereo not given)
8: COc1ccc(NC(=O)c2ccc3c(c2)OCO3)cc1S(=O)(=O)N1CCOCC1
9: COc1cc2nc(CN3CCN(S(=O)(=O)c4ccccc4C(F)(F)F)CC3)[nH]c(=O)c2cc1OC
10: Cc1nn(-c2ccccc2)c(C)c1NC(=O)COC(=O)c1ccc(Cl)c(S(N)(=O)=O)c1

compound no.	1	2	3	4	5	6	7	8	9	10
Yp Topo-I inh	2	-1	-7	7	6	4	-6	-1	16	-1
3CLpro inhibitor	3	2	-7	-2	-1	-2	/	/	/	/
DUSP3 inh	-11	5	18	28	2	19	/	/	/	/
CCHFV vOTU inh	-7	3	2	7	-8	3	7	3	4	2
PfHsp40 rescue	1.9	0.7	-0.1	0.9	-0.8	0.8	-1.1	-0.8	2.5	-1.0
SSB-PriA inh	-1	11	-9	31	10	10	0	0	-4	-16
Anthrax LF inh2	-2	1	4	-4	0	/	-7	4	0	?
TcdB GH inh	1.3	0.2	0.5	2.9	0.7	1.1	-0.1	-0.9	-0.9	0.0
BH1578 lux ind	-0.5	2.4	-0.4	-0.6	0.4	0.4	0.4	0.1	i	-1.2
BoNT-A LC inh2	0.5	0.7	-0.8	-4.9	-0.1	/	0.1	-0.2	-0.3	2.4

The last 4 records of the part above are carried over, then new ones follow:
7: CCC(C)(C)C1CCc2[nH]nc(C(=O)NC3CCCCC3)c2C1 (stereo not given)
8: COc1ccc(NC(=O)c2ccc3c(c2)OCO3)cc1S(=O)(=O)N1CCOCC1
9: COc1cc2nc(CN3CCN(S(=O)(=O)c4ccccc4C(F)(F)F)CC3)[nH]c(=O)c2cc1OC
10: Cc1nn(-c2ccccc2)c(C)c1NC(=O)COC(=O)c1ccc(Cl)c(S(N)(=O)=O)c1
11: Cc1onc(-c2c(Cl)cccc2Cl)c1-c1nc2cc(Cl)ccc2c(=O)o1
12: Nc1ccc2oc(-c3ccccc3Cl)cc(=O)c2c1O
13: CCOC(=O)c1sc(C)c2c1NC(c1ccc(N(C)C)cc1)NC2=O (stereo not given)
14: O=C(Cn1cc([N+](=O)[O-])nc1[N+](=O)[O-])N1CCN(c2ccccc2)CC1
15: N#Cc1ccc(/C=N/NC(=O)c2cc(-c3cccs3)nc3ccccc23)cc1
16: CCOc1ccc(CNC(=O)CCSCc2ccccc2F)cc1OC
17: COc1cc(/C=N/Nc2nc3ccccc3[nH]2)cc(Br)c1OCC(=O)N(C)C
18: CCOc1ccccc1NC1c2ccccc2C(=O)N1Cc1ccco1 (stereo not given)
19: CCCCn1ccnc1C(=O)c1cccc(S(=O)(=O)N2c3ccccc3CC2C)c1 (stereo not given)
20: CC(C)=CCC[C@](C)(O[C@@H]1O[C@H](CO[C@@H]2OC[C@H](O[C@@H]3OC[C@@H](O)[C@H](O)[C@H]3O)[C@H](O)[C@H]2O)[C@@H](O)[C@H](O)[C@H]1O)C1CC[C@]2(C)C1[C@H](O)CC1[C@@]3(C)CC[C@H](O)C(C)(C)C3[C@@H](O)C[C@]12C (stereo not given in full)

compound no.	7	8	9	10	11	12	13	14	15	16	17	18	19	20
Yp Topo-I inh	-6	-1	16	-1	0	4	3	-4	-9	7	-4	13	29	27
3CLpro inhibitor	/	/	/	/	11	-2	-6	0	4	0	1	6	-7	/
DUSP3 inh	/	/	/	/	-3	-4	14	7	0	21	11	25	-32	/
CCHFV vOTU inh	7	3	4	2	-5	17	9	-2	-2	-8	12	10	26	-6
PfHsp40 rescue	-1.1	-0.8	2.5	-1.0	/	7.6	-1.2	-0.9	2.2	0.2	0.8	-0.3	1.2	-0.5
SSB-PriA inh	0	0	-4	-16	-6	36	-1	-8	/	-4	/	18	-26	/
Anthrax LF inh2	-7	4	0	?	/	-11	-2	0	-2	-7	-3	2	-10	-7
TcdB GH inh	-0.1	-0.9	-0.9	0.0	-1.1	-1.7	/	/	/	0.0	-0.8	1.0	/	0.2
BH1578 lux ind	0.4	0.1	i	-1.2	-0.1	-0.3	-3.4	-0.5	-1.0	-1.4	-1.3	-0.3	-0.2	i
BoNT-A LC inh2	0.1	-0.2	-0.3	2.4	/	-0.3	1.9	-0.2	-0.6	0.4	-0.8	0.1	-0.3	-0.3

21: CCOC(=O)c1[nH]c2ccc(OCC)cc2c1NC(=O)CN1CCN(c2ccccc2)CC1
22: CC(C)(O)[C@H]1Cc2cc3ccc(=O)oc3cc2O1
23: COc1ccc(NC(=O)C2CCCO2)cc1Cl (stereo not given)
24: Cc1ccc(C(=O)N2CCC2(C)C(=O)NC(C)C)cc1 (stereo not given)
25: CC1CCC(NC(=O)C(Cc2ccccc2)n2cccc2)CC1 (stereo not given)
26: O=C(CCc1ccc(S(=O)(=O)NC2CCCCC2)cc1)NCc1ccccn1
27: COc1ccc(N2C(=NC(=O)C3CC3)SC3CS(=O)(=O)CC32)cc1Cl (stereo not given)
28: Cc1ccccc1NC(=O)C(NS(=O)(=O)c1ccc2c(c1)c(=O)n(C)c(=O)n2C)c1ccccc1 (stereo not given)
29: CCC(=O)N1N=C(c2c(O)n(C)c(=O)n(C)c2=O)CC1c1ccccc1 (stereo not given)
30: O=C(NC(NC(=S)Nc1c(Cl)cccc1Cl)C(Cl)(Cl)Cl)OCc1ccccc1 (stereo not given)

compound no.	21	22	23	24	25	26	27	28	29	30
Yp Topo-I inh	4	-8	2	2	4	5	2	-5	-3	-17
3CLpro inhibitor	1	-5	-1	/	5	3	-1	-3	2	9
DUSP3 inh	15	/	42	/	0	24	-8	12	17	-4
CCHFV vOTU inh	-1	-203	-7	-9	-6	1	3	-8	-12	9
PfHsp40 rescue	-1.0	0.9	0.9	/	-0.2	-0.3	-1.5	-0.8	0.6	-2.3
SSB-PriA inh	-2	-11	2	/	-14	-14	-4	-2	-4	9
Anthrax LF inh2	-9	17	3	-6	-17	3	1	-9	4	-2
TcdB GH inh	/	0.1	/	0.1	0.8	0.8	-0.4	0.9	0.3	0.0
BH1578 lux ind	i	i	-1.0	-3.0	-2.1	-0.7	-0.2	-0.1	-1.2	-0.4
BoNT-A LC inh2	-1.0	3.5	-0.5	-0.4	-1.3	-0.6	0.3	-0.2	?	-0.7

31: COc1ccc(CNC(=O)NCCc2c[nH]c3ccccc23)cc1
32: COc1ccc(-c2sc3cc4c(cc3c2C#Cc2ccc(N)cc2)OCO4)cc1
33: O=C1NC[C@H](c2ccccc2)N(CCc2cc(C(F)(F)F)cc(C(F)(F)F)c2)C1=O
34: COc1ccc(OC)c(NC(=O)CCCCCn2nnc3ccccc3c2=O)c1
35: CCN1C(=O)[C@H]2[C@H]3CN=C(SCc4ccc(C#N)cc4)N3[C@@](C)(C(=O)OC)[C@H]2C1=O
36: Fc1ccc(CNC(=S)Nc2ccccc2Cl)cc1
37: Cc1sc2ncnc(OCC(=O)NCC3CCCO3)c2c1C (stereo not given)
38: CCOC(=O)N1CCN(c2c(NC3CCN(Cc4ccccc4)CC3)c(=O)c2=O)CC1
39: COC(=O)c1c(O)ccc(Oc2ccccc2)c1C(=O)OC
40: COCCNC(=O)Cn1cc(S(=O)(=O)N2CCN(c3ccccc3F)CC2)c2ccccc2c1=O

compound no.	31	32	33	34	35	36	37	38	39	40
Yp Topo-I inh	1	-14	12	20	3	-4	-8	2	-5	-2
3CLpro inhibitor	3	/	/	-3	/	0	1	-5	/	1
DUSP3 inh	2	/	7	14	/	0	32	21	9	6
CCHFV vOTU inh	-3	-2	8	-10	-1	6	-12	4	15	-11
PfHsp40 rescue	-0.4	-1.4	0.0	0.0	-0.5	-0.6	-0.1	-0.8	-0.1	1.1
SSB-PriA inh	2	-24	-8	-7	-1	-8	-7	-3	-14	-4
Anthrax LF inh2	16	4	-7	-8	0	0	2	-3	-2	-5
TcdB GH inh	-0.3	1.3	2.4	1.2	0.7	/	/	0.6	/	0.1
BH1578 lux ind	0.5	-0.6	i	i	i	-0.3	i	-0.1	1.4	0.0
BoNT-A LC inh2	-2.3	0.7	-0.5	-0.7	0.1	0.0	-0.6	0.1	-0.1	0.0

41: NS(=O)(=O)c1ccc(NC(=S)NNC(=O)c2cccs2)cc1
42: O=C(CSc1ccc2c(c1)OCCO2)N1CCN(c2ccccc2O)CC1
43: Cc1noc(/C=C/N(C)C)c1S(=O)(=O)N1CCCC(C(=O)NC2CCCCC2C)C1 (stereo not given)
44: O=C1CC2(CCN(C(=O)c3c(F)cccc3Cl)CC2)Oc2ccccc21
45: CCc1cccc(OCC2Cn3c(nc4c3c(=O)n(C)c(=O)n4C)O2)c1 (stereo not given)
46: Cc1ccc(C)c(S(=O)(=O)N2CCCCC2CCNC(=O)C(=O)NCc2ccco2)c1 (stereo not given)
47: OCc1cn(-c2ccccc2)nc1-c1ccc(-c2nn(-c3ccccc3)cc2CO)cc1
48: O=C(c1[nH]ncc1-c1cccc(Br)c1)C1CO1 (stereo not given)
49: O=C(CSC1=NS(=O)(=O)c2ccccc2N1)N1CCCCC1
50: COc1ccc(C2CC(c3c(-c4ccccc4)c4cc(Cl)ccc4[nH]c3=O)=NN2S(C)(=O)=O)cc1 (stereo not given)
51: CC#CCCCC(=O)Nc1ccc(C(=O)O)cc1
52: Cc1ccc(NC(=O)C2CCCN2C(=O)OCc2ccccc2)c(C)c1 (stereo not given)

compound no.	41	42	43	44	45	46	47	48	49	50	51	52
Yp Topo-I inh	1	5	16	16	4	13	18	-2	1	13	8	6
3CLpro inhibitor	-5	/	-4	/	3	/	-8	3	/	-2	2	-1
DUSP3 inh	40	/	-4	/	40	/	10	8	/	7	29	10
CCHFV vOTU inh	13	10	6	-14	7	-4	1	-7	10	-5	-8	19
PfHsp40 rescue	-0.1	3.9	0.5	0.2	-0.8	-1.5	-0.2	0.3	-0.2	-0.4	-0.8	-0.3
SSB-PriA inh	-11	10	-9	-1	-10	1	-14	-2	-2	-11	-17	-11
Anthrax LF inh2	-6	-4	-2	2	0	0	1	-8	-1	-5	3	2
TcdB GH inh	-0.1	0.5	1.5	0.8	1.6	1.4	/	2.6	-0.7	/	/	1.3
BH1578 lux ind	-0.2	-2.9	-1.0	i	-0.2	i	i	-0.3	i	-1.0	-1.9	i
BoNT-A LC inh2	-2.9	-0.3	-0.6	0.0	3.0	2.6	-0.6	-0.3	4.2	-0.6	0.7	-2.6

An excerpt; the hit share may differ from the screen's.
